# IDE act: activators of human insulin-degrading enzyme in cells; P14735; HEK cells, FAbeta-B cleavage, fluorescence polarization; 0% vehicle, 100% cell-free pure enzyme wells; activation, % at 5.96 µM; AID 493087; actives 0.073% (n = 340,000);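 active means activation above the mean of all tested compounds plus 3 SD, set per screening campaign, cut at about 17% in these data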
# Target sequence (P14735 whole entry, looked up): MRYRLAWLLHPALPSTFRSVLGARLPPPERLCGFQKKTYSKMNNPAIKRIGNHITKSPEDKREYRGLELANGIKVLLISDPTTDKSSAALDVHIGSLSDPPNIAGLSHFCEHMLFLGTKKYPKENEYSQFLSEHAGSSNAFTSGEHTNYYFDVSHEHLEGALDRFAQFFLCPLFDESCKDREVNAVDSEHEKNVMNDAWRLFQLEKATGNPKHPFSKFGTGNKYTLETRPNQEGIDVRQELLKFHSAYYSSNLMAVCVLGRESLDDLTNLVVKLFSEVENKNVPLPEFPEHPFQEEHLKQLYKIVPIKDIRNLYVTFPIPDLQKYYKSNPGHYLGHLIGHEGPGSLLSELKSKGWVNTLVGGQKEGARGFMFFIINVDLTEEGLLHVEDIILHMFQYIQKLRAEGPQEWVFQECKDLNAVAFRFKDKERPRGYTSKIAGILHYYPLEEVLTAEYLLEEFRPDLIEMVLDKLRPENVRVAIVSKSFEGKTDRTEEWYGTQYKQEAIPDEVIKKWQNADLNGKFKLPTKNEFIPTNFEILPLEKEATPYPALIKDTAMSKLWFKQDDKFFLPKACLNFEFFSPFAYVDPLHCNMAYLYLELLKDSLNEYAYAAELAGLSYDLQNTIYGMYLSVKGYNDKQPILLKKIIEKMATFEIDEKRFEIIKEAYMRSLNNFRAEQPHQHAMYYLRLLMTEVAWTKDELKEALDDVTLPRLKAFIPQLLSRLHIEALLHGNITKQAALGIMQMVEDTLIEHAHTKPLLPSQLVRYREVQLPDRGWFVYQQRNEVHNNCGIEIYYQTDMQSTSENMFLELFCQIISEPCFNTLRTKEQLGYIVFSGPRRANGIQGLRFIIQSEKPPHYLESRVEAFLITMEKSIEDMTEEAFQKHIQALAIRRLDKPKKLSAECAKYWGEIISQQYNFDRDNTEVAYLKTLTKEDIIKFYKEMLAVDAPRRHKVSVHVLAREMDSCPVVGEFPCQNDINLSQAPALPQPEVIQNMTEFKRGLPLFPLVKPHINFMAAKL
# PHOSPHO1 inh: PHOSPHO1 (human) inhibition; inhibition, % at 13.3 µM; Q8TCT1; actives 1.1% (n = 290,000); recombinant PHOSPHO1, absorbance phosphatase assay; in the data active means inhibition above about 60%
# IDE inh: cellular human IDE inhibition | P14735 | actives 0.41% (n = 320,000) | HEK cells, FAbetaB cleavage, fluorescence polarization | inhibition, % at 5.59 µM;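 active means percent inhibition above the average of all tested compounds plus 3 SD, set per screening campaign, cut at about 16% in these data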;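 further: IDE supplied by intact live HEK cells; FP after avidin binding of uncleaved biotin substrate so inhibition keeps polarization high; 0% = DMSO wells and 100% = 60 µM reference IDE inhibitor Ii1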
# GPR7 antag: human neuropeptides B/W receptor 1 antagonism | inhibition, % at 4.4 µM | GPR7-expressing cells, fluorescence antagonist assay | P48145 | actives 1.1% (n = 290,000); in the data active means inhibition above about 16%, passing the limit was not always enough;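 further: cells stimulated with the agonist NPW; 0% = agonist with vehicle and 100% = vehicle without agonist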
# PfM18AAP inh: PfM18AAP enzyme inhibition; recombinant PfM18AAP, H-Glu-NHMec fluorogenic cleavage; inhibition, % at 7.35 µM; actives 1.2% (n = 290,000);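 active means inhibition above the campaign mean inhibition over all tested compounds plus 3 SD, cut at about 28% in these data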;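 further: 0% = plate median of test compound wells and 100% = 2 mM ZnCl2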
# NALP1 yeast inh: blocks the NALP1 inflammasome reconstituted in yeast | S. cerevisiae NALP1/ASC/caspase-1 growth, X-gal OD620, 72 h | inhibition, % at 10 µM | actives 0.61% (n = 280,000) | AID 2071; in the data active means inhibition mostly above about 24%, no sharp cut-off; inactive means mostly below about 32%; further: some compounds called inactive have numbers as strong as hits
# IMP-1 inh: blocks Pseudomonas aeruginosa IMP-1 metallo-beta-lactamase. purified IMP-1, nitrocefin hydrolysis, epi-absorbance fluorescence. inhibition, % at 5.6 µM. actives 0.45% (n = 290,000). AID 1556;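 active means inhibition above the mean plus 3 SD of all compounds in the same screening run, cut at about 4.5% in these data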;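 further: 0% = IMP-1 with DMSO and 100% = DMSO wells lacking enzyme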
#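 Material – recombinant IMP-1 enzyme, purified · Amount – IMP-1 0.2 nM before substrate addition · Medium – HEPES buffer pH 7.1 with ZnSO4 and Brij 35 · Timing – 25 °C, 15 min preincubation, 25 min reaction · Measured by – plate fluorescence quenching by hydrolysis product, ex 480/em 530 nm · Read-out – percent enzyme inhibition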
# VIM-2 inhibitor: inhibitors of Pseudomonas aeruginosa VIM-2 metallo-beta-lactamase; inhibition, % at 5.6 µM; AID 1527; purified VIM-2, nitrocefin hydrolysis, epi-absorbance fluorescence; actives 0.89% (n = 290,000);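 active means inhibition above the mean of all tested compounds plus 3 SD, cutoff set per screening run, cut at about 7.5% in these data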;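 further: red hydrolysis product quenches plate fluorescence so inhibitors raise well fluorescence; 0% = enzyme with DMSO and 100% = DMSO without enzyme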
# pCIP destab: p/CIP protein destabilization; AID 1984; decrease of EGFP signal, % at 10 µM; Q05BA5; actives 0.01% (n = 290,000); F442A p/CIP-EGFP cells, EGFP fluorescence, 16 h;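 active means EGFP signal decrease of at least 30% at 10 µM or well 3 SD below plate mean, unless failing retest; inactive means the rest, including hits failing retest or dose response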; further: some compounds called inactive have numbers as strong as hits; many of its hits are not listed in these tables
# Numbers without * were called inactive; · = not tested or not shown.
# Value order: IDE act	PHOSPHO1 inh	IDE inh	GPR7 antag	PfM18AAP inh	NALP1 yeast inh	IMP-1 inh	VIM-2 inhibitor	pCIP destab
Cc1cc(C)n(-c2nncn2/N=C/c2ccccc2F)n1
→ 2	15	9	-15	-5	11	0.0	1.2	-7
COc1cccc2sc(Nc3nnc(-c4cccs4)o3)nc12
→ -2	18	14	9	4	4	-3.6	-2.7	8
CC(C)=CCC/C(C)=C/CN(CC(C)O)CC(C)O (stereo not drawn)
→ 4	1	3	-6	5	27	-2.9	-4.2	3
CSc1c(CC(=O)Nc2ccccc2)n(C)c2ccccc12
→ 3	45	0	-18	0	10	-3.8	-2.9	0
CN1CCN(/N=C/c2ccc(Cl)c(Cl)c2)CC1
→ -6	-6	3	3	6	30	-1.1	0.6	-6
CC(C)(C)C(=O)NC(=S)Nc1cc(C(=O)O)ccc1Cl
→ 0	-3	-2	-8	-2	26	-2.2	-3.5	-58
CC1(C)CC(NC(=S)NCc2ccco2)CC(C)(C)N1
→ 4	-20	6	-17	0	9	-0.2	-0.5	-1
COc1cc(NC(=O)CCNS(=O)(=O)c2cc(Br)cnc2N)cc(OC)c1
→ -1	53	-1	22	0	12	-0.6	-1.8	1
CCOC(=O)c1ccccc1NC(=S)N1CCCCC1
→ 4	-12	4	-4	-1	23	-1.1	-0.2	-4
CC(C)[C@H](NC(=O)c1ccccc1)C(=O)OCC(=O)N1CC(=O)Nc2ccccc21
→ 6	4	3	5	-1	18	-1.7	0.5	-2
CCN(CC)C(=O)C12CC3CC(CC(Br)(C3)C1)C2
→ 4	-7	0	-7	-1	9	0.0	1.4	-5
COc1cc(C(c2nnnn2C(C)(C)C)N2CCN(c3nc4ccccc4s3)CC2)ccc1O (stereo not drawn)
→ -3	61*	0	-5	3	1	-4.8	-1.5	-7
COc1cccc(N2CCN(C(=O)c3cccc(N4C(=O)NC5CC4(C)Oc4c(OC)cccc45)c3)CC2)c1 (stereo not drawn)
→ 9	17	6	-12	3	-3	-3.5	-1.1	3
Cc1ccc(-c2cc(C(=O)NCc3ccco3)no2)cc1
→ 0	22	-9	-1	-6	31	-1.2	-2.5	2
CN1/C(=C\C=C(/C#N)C(=O)Nc2ccc(Cl)cc2)C(C)(C)c2ccccc21
→ -5	-7	1	-8	-13	·	-3.5	-2.1	-20
CCC(C)NC(=O)C1CCCCN1S(=O)(=O)c1ccc(F)cc1 (stereo not drawn)
→ -2	3	0	-14	-19	2	-1.1	-4.3	-14
CCOC(=O)c1cc2ccccc2nc1C
→ 2	32	-3	-14	4	23	1.4	-3.1	-1
Clc1cccc(CN2C3=NCCCN3c3ccccc32)c1
→ 0	-20	-3	9	-9	19	-2.6	-0.6	-6
CCCC(c1nnnn1Cc1ccccc1)N1CCC(C(N)=O)CC1 (stereo not drawn)
→ 0	4	1	-10	3	-16	-2.4	-0.9	-20
CCC(=O)Nc1c(C)nn(-c2ccc(C)c(C)c2)c1C
→ 5	-7	-4	-5	-14	23	0.3	0.3	-3
COC(=O)c1ccccc1NC(=O)NCCc1ccc(OC)c(OC)c1
→ 4	23	1	0	-1	19	2.7	-1.3	-10
CCOc1ccccc1NC(=O)CN1C(=O)COc2ccc(C)cc21
→ -2	·	4	-11	2	-5	-2.4	-2.5	4
Cc1ccnc(NC(=O)CCCc2ccccc2)c1
→ 1	2	0	6	-9	15	-0.5	-3.2	-1
Cc1ccc(CNC(=O)c2cnccn2)cc1
→ 0	-4	-4	1	0	23	-2.4	-5.0	-12
COc1ccc2[nH]c(=O)c(CN(Cc3cccs3)C(=S)NCC3CCCO3)cc2c1 (stereo not drawn)
→ 2	45	6	-11	-2	·	-0.1	-0.5	-6
CCN(CC)CC1C(=O)N(c2ccc(OC)cc2)C1c1ccccc1 (stereo not drawn)
→ -3	·	-1	0	-9	3	0.0	0.6	-5
CCNC(=S)Nc1cccc(Cl)c1C
→ -2	-6	5	-1	5	24	-1.9	-3.2	4
Cc1cc(C(=O)Nn2c(-c3ccc(Br)cc3)nc3ccccc3c2=O)ccc1[N+](=O)[O-]
→ -1	-32	-4	-4	4	16	-2.1	-4.6	10
Cn1ccnc1SCc1ccc(Cl)cc1Cl
→ -4	20	-1	-9	4	4	-1.1	2.5	-14
Cc1cccc(CSc2nc3c(cc2C#N)CCC3)c1
→ 6	24	0	-12	1	24	-11	-5.3	-16
CCOC(=O)C1CCCN(C(=O)/C=C/c2cccc([N+](=O)[O-])c2)C1 (stereo not drawn)
→ 2	-27	0	9	4	-2	-3.6	-0.8	3
COc1ccc(CCN(C)C(=O)C2CCN(Cc3cccc(OC)c3OC)CC2)cc1OC
→ 3	9	7	0	0	0	-1.1	0.9	12
Cc1ccc(-c2nc3ccccc3[nH]2)cc1N
→ 4	19	1	-5	3	3	-3.1	-2.8	-6
N#Cc1c(NC(=O)C2CC(c3ccccc3O)=NO2)sc2c1CCC2 (stereo not drawn)
→ 10	-27	2	0	-3	22	-3.1	-1.1	0
Cc1ccc(-n2nc(C)c3c(C)c(CCC(=O)NC(C)c4ccccc4)c(C)nc32)cc1 (stereo not drawn)
→ 0	-7	0	-9	-18	39*	-0.8	-0.3	4
Cc1c(/C(O)=C2\C(=O)C(=O)N(CCN(C)C)C2c2ccco2)cnn1-c1ccccc1 (stereo not drawn)
→ 3	-7	7	-10	10	7	-5.4	-1.6	-10
COc1cc2c(cc1OC)C(c1cccs1)N(C(=O)C(C)C)CC2 (stereo not drawn)
→ 2	42	5	18*	7	18	-3.3	-2.7	-4
CCOc1cc(-c2c(C#N)c(N)nc3c2CCc2ccccc2-3)ccc1O
→ -1	-12	-5	-8	-2	14	-1.9	0.3	7
Cc1cc(-n2nc(C)cc2C)n2ncc(-c3ccccc3)c2n1
→ 0	30	2	4	-3	9	-2.3	-2.8	-1
Cc1ccc(NC(=O)CCS(=O)(=O)c2ccc3nc(C)sc3c2)cc1
→ -3	-109	1	-4	6	-1	-4.7	-1.7	-13
COc1ccc(Cc2nnc(NC(=O)CSc3ccccc3)s2)cc1OC
→ 3	11	3	1	5	18	-3.2	-4.7	-2
COCCNC(=O)c1ccc(CS(=O)(=O)c2ccc(C)cc2)o1
→ -5	-12	-2	-3	-2	11	-2.8	-1.1	15
COC(=O)c1ccccc1C(=O)c1cccc2ccccc12
→ -3	19	5	-18	-1	10	0.1	-3.1	-6
C#CCOCCOCCOCCNc1nc(N2CCN(C(=O)C(Cc3ccc(O)cc3)n3cc(C(N)CC(C)C)nn3)CC2)nc(N2CCN(C(=O)C(Cc3cc4ccccc4[nH]3)n3cc(C(N)Cc4ccc(O)cc4)nn3)CC2)n1 (stereo not drawn)
→ ·	48	0	-6	1	6	-5.2	-5.2	-10
O=S(=O)(O)c1nc2ccccc2n1Cc1cccc2ccccc12
→ ·	11	-6	-8	6	19	-0.3	0.9	-16
CC12CCC(C(=O)N3CCCCC3)([C@H](Br)C1=O)C2(C)C (stereo partly drawn)
→ 1	0	-1	-13	-13	·	-2.4	1.1	2
CN(CC(=O)N1CCN(c2ccc(F)cc2)CC1)S(=O)(=O)c1ccc2c(c1)c(=O)n(C)c(=O)n2C
→ 1	-7	11	-17	-18	-4	-0.7	0.1	-4
Cc1c(C(=O)N(Cc2ccccc2)C2CCS(=O)(=O)C2)oc2ccccc12 (stereo not drawn)
→ 3	39	-2	3	5	5	-3.3	-4.8	3
Cc1cccc(NC(=O)[C@H](Cc2c[nH]c3ccccc23)NC(=O)[C@@H]2Cc3ccccc3CN2)c1
→ 8	-65	-3	5	2	15	-2.8	-2.7	1
CCC(c1nnc(SCC(=O)Nc2ccc(C(=O)N(C)C)cc2)n1Cc1ccccc1)N(C)C (stereo not drawn)
→ 7	29	-3	1	-7	11	-4.2	-1.5	-16
O=C(Nc1ccc(F)cc1)C1CCCN(c2cnccn2)C1 (stereo not drawn)
→ 9	30	6	-9	0	1	-1.1	-2.3	-11
COc1ccc(-c2csc(C)n2)cc1OC
→ 8	12	-6	5	-2	-6	-0.8	-0.6	-1
Cc1ccccc1NC(=O)NCC1CCN(c2ccc(S(=O)(=O)N3CCOCC3)cc2)CC1
→ 2	22	-4	-11	2	21	-3.3	-1.6	-9
Cc1onc(-c2ccccc2)c1C(=O)NC(C)CCc1ccccc1 (stereo not drawn)
→ 2	35	1	1	-2	4	-2.1	-2.8	-1
Cc1ccc(S(=O)(=O)NCc2cccnc2)s1
→ 5	-6	-2	6	1	·	-1.8	-0.6	-5
O=C(NCCCc1ccccc1)c1cncc(Br)c1
→ 0	2	4	19	3	0	-3.6	0.9	1
CCOc1ccc(N(C(=O)CNC(=O)c2ccco2)C(C(=O)NCC2CCCO2)c2ccccc2)cc1 (stereo not drawn)
→ 4	-6	-3	-9	-7	18	-1.0	-0.7	-5
CCCc1nc(-c2cc3ccccc3[nH]c2=O)no1
→ 1	31	2	-12	-7	-1	0.1	3.2	-2
CN(C)c1ccc(C2C3C(=O)NC(=O)C3ON2c2ccc(Cl)cc2)cc1 (stereo not drawn)
→ -3	24	-4	-5	1	8	-12	-1.5	-19
O=C(c1cccc([N+](=O)[O-])c1)c1ccc2c(c1)C(=O)NC2=O
→ ·	24	7	-3	3	22	-2.2	-0.1	13

# Record cards, from the list above. Order of screens: IDE act	PHOSPHO1 inh	IDE inh	GPR7 antag	PfM18AAP inh	NALP1 yeast inh	IMP-1 inh	VIM-2 inhibitor	pCIP destab
# CCOc1cc(-c2c(C#N)c(N)nc3c2CCc2ccccc2-3)ccc1O as listed: -1	-12	-5	-8	-2	14	-1.9	0.3	7
# COc1cccc2sc(Nc3nnc(-c4cccs4)o3)nc12 as listed: -2	18	14	9	4	4	-3.6	-2.7	8

# Next structures follow.
# Value order: IDE act	PHOSPHO1 inh	IDE inh	GPR7 antag	PfM18AAP inh	NALP1 yeast inh	IMP-1 inh	VIM-2 inhibitor	pCIP destab
CCN(CC)CCN1C(=O)C(=O)/C(=C(/O)c2ccc(S(=O)(=O)N3CCOCC3)cc2)C1c1ccc(C)cc1 (stereo not drawn)
→ 4	-35	2	-10	5	7	-1.6	-0.3	-1
Cc1nn(C)cc1/C=N/NC(=O)CSc1ccccn1
→ -2	12	-2	-12	-9	23	-4.2	-2.5	-16
O=C1CC2(CCCCC2)Oc2ccc(O)cc21
→ 5	1	0	0	-9	2	-3.3	-3.0	-7
O=C1CNC(=S)N1c1nc2ccccc2s1
→ 9	13	2	-19	19	·	-1.4	-2.2	1
Cc1ccc(OC(=O)c2ccc(C)c([N+](=O)[O-])c2)cn1
→ 2	43	-1	0	4	-2	-3.0	-2.3	-11
CN(C(=O)c1cccc(OC2CCN(S(=O)(=O)N(C)C)CC2)c1)C1CCOC1 (stereo not drawn)
→ 3	8	·	-1	2	1	1.3	-0.8	2
COC(C[C@@H]1O[C@@H]1[C@H](O)[C@@H](C)OCc1ccccc1)OC
→ 4	36	0	-7	-1	31	0.0	-0.3	-4
COC(=O)C1=C(C)N(Cc2ccccc2)C(=NCc2ccccc2)N[C@H]1c1cccc(F)c1
→ 4	-2	3	51*	-3	30	-5.8	-1.8	-7
CC(C)Sc1nc2c(cnn2-c2ccccc2)c(=O)[nH]1
→ 8	-3	0	-4	-3	24	-2.6	4.5	-8
COC(=O)Cc1ccc(NC(=O)c2ccccc2Cl)cc1
→ -1	54	3	-14	-8	13	-1.6	-1.4	-2

# Screens: PubChem BioAssay, several laboratories
